High-throughput results as filed in PubChem.
ABCG2 inh = ABCG2 efflux pump inhibitors, primary screen, multiplex with ABCB1, IgMXP3 cells, flow cytometry | Broad substrate specificity ATP-binding cassette transporter ABCG2 (Homo sapiens), Q9UNQ0 | JC-1 efflux | AID 1325, 2008 | inhibition, % at 6.6 µM | 190,000 compounds, 0.1% hits;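 active means inhibition above 80%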;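 further: 0% = DMSO and 100% = nicardipine control wells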
Target sequence (Q9UNQ0 whole entry, looked up): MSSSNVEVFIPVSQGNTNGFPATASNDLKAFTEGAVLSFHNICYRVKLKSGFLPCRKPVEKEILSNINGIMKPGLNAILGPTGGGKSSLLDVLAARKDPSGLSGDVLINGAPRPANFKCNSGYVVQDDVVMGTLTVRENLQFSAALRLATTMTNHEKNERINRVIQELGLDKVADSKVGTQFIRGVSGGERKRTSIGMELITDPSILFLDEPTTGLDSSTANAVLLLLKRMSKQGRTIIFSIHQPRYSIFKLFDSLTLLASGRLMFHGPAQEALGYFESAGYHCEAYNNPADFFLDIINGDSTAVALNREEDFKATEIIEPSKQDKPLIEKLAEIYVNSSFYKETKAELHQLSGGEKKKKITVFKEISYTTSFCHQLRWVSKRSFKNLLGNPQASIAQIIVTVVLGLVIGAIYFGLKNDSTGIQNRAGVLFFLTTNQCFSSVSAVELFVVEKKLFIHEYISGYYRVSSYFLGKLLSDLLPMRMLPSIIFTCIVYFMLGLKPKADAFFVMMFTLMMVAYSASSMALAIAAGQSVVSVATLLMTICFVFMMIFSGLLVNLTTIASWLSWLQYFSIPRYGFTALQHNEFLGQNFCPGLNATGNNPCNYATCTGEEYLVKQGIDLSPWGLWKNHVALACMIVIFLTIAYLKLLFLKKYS
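Test system: IgMXP3 (ABCG2) plus far-red-tagged CCRF-Adr (ABCB1) cells. Reagent: JC-1 dye as substrate. Timing: 10 min exposure at 25 °C with rotation, no wash. Measured by: flow cytometric JC-1 green MFI at 530 nm. Read-out: percent efflux inhibition, scaled nicardipine 100% to DMSO 0%. Control set: nicardipine and DMSO wells.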
GSH fluor = compound fluorescence on glutathione beads, profiling panel, artefact control, biophysical, 488/530 nm, flow cytometry; GSH beads flow cytometry, compound fluorescence 488/530 nm; active compounds read high; fluorescence (KMESF) at 10 µM; 190,000 compounds, 0.25% hits; in the data active means fluorescence above about 89;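 further: glutathione beads carrying GST-tagged Bcl family fusion proteins plus one bare bead set; values are compound well signal with DMSO vehicle wells as background; inactives centre near 16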
ABCB1 block = ABCB1 efflux pump inhibitors, primary screen, cell-based, multiplex, flow cytometry, ABCG2 counter-screen. CCRF-Adr cells, JC-1 efflux. inhibition, % at 6.6 µM. ATP-dependent translocase ABCB1 (Homo sapiens), P08183. 190,000 compounds, 0.067% hits; in the data active means inhibition above about 40%;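 further: 0% = vehicle and 100% = reference inhibitor; higher value means more JC-1 retained so stronger ABCB1 efflux block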
Avidin fluor = green autofluorescence of compounds with avidin beads – biophysical, 488/530 nm, flow cytometry, artefact control, profiling panel. fluorescence (KMESF) at 10 µM. 220,000 compounds, 0.38% hits. compound fluorescence 488/530 nm; active compounds read high; in the data active means fluorescence above about 47; further: inactives centre near 10
Pf gamet viab = late stage P. falciparum gametocyte viability inhibitors, primary screen, ATP luminescence, HTS. AID 743093, 2013. 150,000 compounds, 0.065% hits. P. falciparum stage V gametocytes, 24 h. inhibition, % at 10.9 µM;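 active means inhibition above the mean plus 3 SD of compounds within the control limits, set per campaign, cut at about 38% in these data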;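 further: 0% = DMSO wells and 100% = medium only without gametocytes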
Cdc42 wt GTP = modulators of GTP binding to wildtype Cdc42, primary screen, biochemical, multiplex bead flow cytometry, Bodipy-GTP. percent activity (GTP binding), % at 10 µM. Cell division control protein 42 homolog (Homo sapiens), P60953. 190,000 compounds, 0.2% hits. GST-Cdc42 beads; actives lie on both sides;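 active means percent activity GTP binding at least 20 points away from the 100% baseline, either down as inhibitor or up as activator; inconclusive means compound flagged as likely green fluorescent from well-wide comparison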;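 further: median bead fluorescence of bound Bodipy-FL-GTP at 100 nM; 0% = excess unlabeled GTP control and 100% = no compound control; below 100% means less GTP binding so inhibitor and above means activator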
Target sequence (P60953 whole entry, looked up): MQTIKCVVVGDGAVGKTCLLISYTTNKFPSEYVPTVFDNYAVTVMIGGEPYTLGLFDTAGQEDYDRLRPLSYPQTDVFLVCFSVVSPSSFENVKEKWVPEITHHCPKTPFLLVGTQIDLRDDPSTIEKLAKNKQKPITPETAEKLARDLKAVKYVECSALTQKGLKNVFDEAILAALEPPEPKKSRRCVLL
Rab7 wt modul = modulators of GTP binding to Rab7, primary screen, biochemical, wildtype, multiplex bead flow cytometry | GTP binding activity (percent of control), % at 10 µM | 190,000 compounds, 0.055% hits | Rab7 GTPase wild type (dog), Bodipy-FL-GTP binding | AID 758, 2007 | GST-Rab7 beads, fluorescent GTP binding; actives lie on both sides; untreated = 100%, excess cold GTP = 0%;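 active means fluorescent GTP binding to Rab7 beads changed by at least 20 points from the 100% baseline, either direction, mostly lower; inconclusive means compound itself probably fluorescent, or too few beads counted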;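 further: median green fluorescence of bound Bodipy-FL-GTP per Rab7 bead population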
Rac1 wt modul = wildtype Rac1 GTP binding modulators, primary screen, biochemical, GST-Rac1 beads, flow cytometry, multiplex; 190,000 compounds, 0.27% hits; fluorescent GTP binding; actives lie on both sides; 0 = cold GTP competed, 100 = untreated; Ras-related C3 botulinum toxin substrate 1 (Homo sapiens), P63000; GTP binding activity (% of control), % at 10 µM; AID 757, 2007;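 active means GTP binding activity at least 20 points away from the 100% control level, either lower or higher; inconclusive means compound flagged as likely green fluorescent, judged across all proteins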
Rac1 act GTP bind = GTP binding modulators of activated mutant Rac1, primary screen, biochemical, bead-based flow cytometry, multiplex, fluorescent GTP; GST-Rac1 activated beads; actives lie on both sides; 100% means binding = to untreated wells; percent activity (GTP binding), % at 10 µM; 190,000 compounds, 0.11% hits;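 active means GTP binding at least 20 percentage points away from the 100% baseline, in either direction, so actives lie on both sides; inconclusive means Compound likely fluorescent itself, or too few beads counted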
Rab2A wt mod = modulators of GTP binding to Rab2A wildtype, primary screen, biochemical, dog, bead-based flow cytometry, multiplex; Ras-related protein Rab-2A (Canis lupus familiaris), P61105; GST-Rab2 wt beads, Bodipy-GTP binding; GTP binding activity, % at 10 µM; 190,000 compounds, 0.19% hits; AID 760, 2007;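 active means GTP binding activity at least 20 points away from 100%, either lowered or raised; inconclusive means signal likely due to the compound's own green fluorescence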;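 further: 0% = beads with excess unlabeled GTP and 100% = no-compound control corrected for plate trend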
HRas wt GTP = modulators of GTP binding to HRas wildtype, primary screen, biochemical, bead-based flow cytometry, multiplex. GTPase HRas (Homo sapiens), P01112. GST-Ras wt beads, Bodipy-FL-GTP binding; actives lie on both sides. GTP binding activity, % at 10 µM. 190,000 compounds, 0.14% hits;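 active means GTP binding activity at least 20% away from the 100% baseline, either lowered as inhibitor or raised as activator; inconclusive means flagged as likely green fluorescent, judged across all proteins in the well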;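 further: 0% = unlabeled GTP competition control and 100% = no-compound control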
Target sequence (P01112 whole entry, looked up): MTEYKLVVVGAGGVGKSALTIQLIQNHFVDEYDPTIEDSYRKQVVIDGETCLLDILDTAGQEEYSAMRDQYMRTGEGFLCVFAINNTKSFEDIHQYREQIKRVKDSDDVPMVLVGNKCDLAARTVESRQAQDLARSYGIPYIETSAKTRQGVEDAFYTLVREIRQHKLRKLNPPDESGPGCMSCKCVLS
* marks the source's active call; other numbers are inactive results; ? = inconclusive; / = no result given; & = joins results of further samples.

SMILES	ABCG2 inh	GSH fluor	ABCB1 block	Avidin fluor	Pf gamet viab	Cdc42 wt GTP	Rab7 wt modul	Rac1 wt modul	Rac1 act GTP bind	Rab2A wt mod	HRas wt GTP
CC1(C)CC(=O)c2c(Cc3ccccc3)n[nH]c2C1	2.0	18	0.3	7	/	93.0	97.0	92.0	94.0	97.0	94.0
C/C=C(/C)C(=O)O[C@H]1[C@@H](O)c2c(ccc3ccc(=O)oc23)OC1(C)C	2.8	17	0.3	10	/	101.0	99.0	103.0	98.0	101.0	101.0
CN(C)CCNC(=S)Nc1ccc(Cl)cc1Cl	-3.2	21	-1.5	10	-20.1	99.0	100.0	104.0	97.0	98.0	98.0
COc1cccc(-n2c(SCc3cc(=O)oc4cc(O)c(O)cc34)nc3ccccc3c2=O)c1	-20.9	10	-1.9	17	-25.3	92.0	96.0	96.0	92.0	93.0	94.0
CC(C)CCN1CCN(CC(c2ccccc2)c2ccccc2)CC1CCO (stereo not given)	2.3	10	1.6	9	-11.3	95.0	99.0	99.0	99.0	97.0	96.0
CC(C)Nc1nc(NC(C)C)nc(C(=O)OCCO)n1	1.8	28	1.1	5	/	98.0	95.0	98.0	95.0	97.0	96.0
CC1CCC/C(=N\NC(=O)COc2ccccc2Cl)C1 (stereo not given)	16.6	10	-0.3	22	/	104.0	98.0	104.0	97.0	95.0	98.0
CC(=O)N(NC(=O)c1ccc(C)cc1)C1CC(=O)N(c2ccccc2Cl)C1=O (stereo not given)	1.7	8	0.9	3	9.7	101.0	97.0	99.0	98.0	99.0	98.0
CCOC(=O)N1CCN(C(=O)CN(c2ccc(OCC)cc2)S(C)(=O)=O)CC1	3.7	12	0.2	6	-14.0	96.0	98.0	99.0	95.0	97.0	97.0
Cc1ccc(NC(=O)Nc2ccc([N+](=O)[O-])cc2)nc1	32.4	12	0.7	12	-6.8	92.0	94.0	98.0	93.0	92.0	97.0
O=C(COc1ccccc1Cl)Nc1ccc(Cl)cn1	33.9	24	0.7	30	18.1	107.0	102.0	105.0	101.0	102.0	102.0
O=C(NC1CCCCC1)C1CCN(C(=O)c2ccc(-c3ccccc3)cc2)CC1	-0.6	26	0.3	11	-10.6	95.0	95.0	95.0	97.0	96.0	96.0
COc1cccc(NC(=O)Nc2ccccc2Br)c1	32.9	10	2.2	10	7.1	94.0	101.0	100.0	96.0	97.0	96.0
C=CCOc1c(CNn2cn[nH]c2=S)cccc1OC	9.2	26	0.6	13	/	97.0	98.0	100.0	95.0	96.0	96.0
Cc1ccccc1OCC(O)Cn1c(=N)n(CCN2CCOCC2)c2ccccc21 (stereo not given)	-0.6&0.7	32&22	0.0&0.4	18&11	/	101.0&97.0	99.0&100.0	102.0&102.0	100.0&99.0	102.0&96.0	102.0&97.0
Fc1cc(Br)ccc1NC(=S)Nc1ccccc1	2.2	12	0.4	8	7.5	100.0	101.0	102.0	100.0	100.0	100.0
NC(=O)COC(=O)c1cccc(S(=O)(=O)N2CCCc3ccccc32)c1	1.3	71	0.0	12	25.8	99.0	104.0	101.0	97.0	97.0	99.0
COc1cccc(C(=O)COC(=O)c2n[nH]c(=O)c3ccccc23)c1	2.5	13	0.2	11	-6.3	?	?	?	?	?	?
COc1ccc(COCC(O)CN2CCc3ccccc3C2)cc1OC (stereo not given)	0.7	8	0.1	22	/	96.0	95.0	97.0	95.0	94.0	96.0
O=C(NCCN1CCOCC1)c1cc(S(=O)(=O)NCCCN2CCCC2=O)ccc1Cl	0.4	69	0.2	7	/	106.0	97.0	101.0	100.0	103.0	104.0
CCCc1cc(C(=O)Nc2sc(C)c(C)c2C(=O)OCC)no1	1.0	17	-0.9	6	/	98.0	99.0	102.0	100.0	99.0	98.0
CC(C)CNC(=O)c1ccc(NC(=O)c2cccs2)cc1	8.8	5	0.0	13	/	105.0	99.0	106.0	102.0	99.0	102.0
CC(C)C(CC(=O)N1CCCCC1)C1CCOC(C)(C)C1 (stereo not given)	-0.1	18	0.3	6	-1.3	98.0	94.0	101.0	98.0	97.0	97.0
COc1cc(/C=N/Nc2nc3ccccc3s2)ccc1OC(=O)c1ccccc1F	-12.7	11	1.6	5	8.7	101.0	96.0	101.0	99.0	99.0	100.0
O=C(O)CCCC(=O)N1CCc2cc(S(=O)(=O)NCc3ccc(F)cc3)ccc21	1.1	7	0.0	26	-5.6	94.0	97.0	97.0	93.0	96.0	93.0
Cn1c(NC(=O)c2ccccc2)c(-c2ccccn2)c(=O)c2ccccc21	5.7	6	1.7	18	/	106.0	103.0	106.0	101.0	105.0	103.0
C=CCn1c(Sc2nncn2C)nc2c1c(=O)[nH]c(=O)n2C	3.1	25	-0.1	22	7.5	104.0	102.0	102.0	97.0	100.0	99.0
Cc1ccccc1C1CC(c2ccccc2)Nc2ncnn21 (stereo not given)	3.2	15	0.7	23	/	103.0	100.0	104.0	102.0	103.0	102.0
COc1ccc(NC(=S)NNC(=O)C2CC2c2ccc(C)cc2)cc1 (stereo not given)	3.2	10	0.5	10	-2.2	102.0	101.0	101.0	100.0	99.0	100.0
Cc1ccc(S(=O)(=O)N2CCCCC2)cc1NC(=O)COC(=O)Cc1cccc(C(F)(F)F)c1	4.2	32	0.4	4	/	99.0	107.0	98.0	99.0	98.0	99.0
COc1ccc(NC(=O)CN2CC(c3ccccc3)CC2=O)cc1OC (stereo not given)	0.9	16	0.2	28	/	104.0	105.0	105.0	99.0	101.0	102.0
O=C(CCN1C(=O)c2ccccc2S1(=O)=O)Nc1ccccc1O	0.2	10	0.1	7	14.3	101.0	103.0	103.0	102.0	101.0	105.0
COc1ccc(C(=O)Nc2ccc(C3(C#N)CCCC3)cc2)cc1	10.2	21	0.8	12	7.2	103.0	97.0	99.0	98.0	99.0	98.0
O=C(COC(=O)c1ccccc1C(=O)c1ccccc1)NCCc1ccc(Cl)cc1Cl	31.6	17	5.7	11	-6.0	95.0	99.0	97.0	96.0	95.0	95.0
C=CCOc1cccc(CNCCCN2CCOCC2)c1	-0.3	13	-0.1	8	-2.7	100.0	92.0	99.0	96.0	100.0	98.0
N#Cc1ccc(-c2nc3ccccc3nc2-c2ccccc2)cc1C#N	11.4	10	0.2	9	1.9	104.0	98.0	103.0	101.0	102.0	102.0
Cc1cc(Cl)c(S(=O)(=O)Nc2ccc3c(c2)OCCO3)cc1OCC(=O)NC1CCCCC1	16.7	34	6.5	12	-3.1	98.0	102.0	99.0	98.0	97.0	98.0
CC1CCCCN1c1nnc(NC(=O)Cn2c(=O)oc3ccccc32)s1 (stereo not given)	2.7	21	0.6	7	/	101.0	102.0	108.0	98.0	101.0	102.0
CCOc1ccccc1-c1nc(-c2cc3ccccc3nc2OC)no1	5.0	39	0.8	7	11.3	96.0	95.0	95.0	94.0	94.0	96.0
CC(Sc1nc(N)c2c3c(sc2n1)CSC(C)(C)C3)C(=O)Nc1ccccc1 (stereo not given)	-0.9	18	-0.1	9	8.6	99.0	97.0	102.0	100.0	98.0	100.0
O=C1CC(N2CCCc3ccccc32)C(=O)N1c1ccccc1Cl (stereo not given)	1.4	11	0.2	20	/	102.0	98.0	103.0	99.0	98.0	102.0
CN1CCN(C(=O)CSc2ccc(Cl)cc2)CC1	-0.1	11	1.0	10	8.6	94.0	95.0	94.0	93.0	98.0	96.0
COc1cccc(/C(C)=N/NS(=O)(=O)c2ccc(Cl)cc2)c1	0.6	20	0.7	7	/	92.0	103.0	95.0	90.0	93.0	93.0
O=c1cc(N2CCCCC2)c(-c2ccccc2)n[nH]1	5.8	27	1.1	12	18.6	99.0	98.0	101.0	96.0	99.0	97.0
CN(C(=O)CSC1=Nc2ccccc2C2=NC(c3ccccc3)C(=O)N12)C1CCCCC1 (stereo not given)	19.1	42	7.3	3	/	97.0	93.0	103.0	98.0	96.0	98.0
Cc1ccc(/C(N)=N/OC(=O)COc2ccccc2Cl)cc1	0.7	17	0.0	15	6.2	96.0	100.0	100.0	98.0	98.0	96.0
CC(=O)Nc1ccc(/C(C)=N/NS(=O)(=O)c2ccccc2)cc1	5.5	12	0.9	14	-2.4	101.0	98.0	104.0	99.0	100.0	101.0
CN(C(=O)c1ccccc1OC1CCN(S(C)(=O)=O)CC1)C1CCOC1 (stereo not given)	0.9	13	0.0	12	-0.3	97.0	92.0	102.0	97.0	92.0	97.0
Cc1onc(-c2ccccc2)c1C(=O)NC(=S)NNC(=O)c1ccncc1	24.1	17	1.4	17	-14.7	98.0	100.0	104.0	99.0	100.0	100.0
CCc1ccccc1NC(=O)CN(C)C(=O)CSc1nc2cc(Cl)ccc2s1	0.2	7	0.3	2	19.2	101.0	98.0	104.0	99.0	100.0	101.0
COC(=O)C(CC(C)C)NC(=O)CNC(=O)c1ccccc1C (stereo not given)	-0.2	17	-0.2	4	-1.5	103.0	100.0	101.0	99.0	103.0	103.0
CN(C)S(=O)(=O)c1ccc(S(=O)(=O)NC2CCOC(C)(C)C2)cc1 (stereo not given)	1.7	15	0.8	14	/	97.0	92.0	97.0	94.0	97.0	95.0
Nc1ccc(Oc2ccc3nc(-c4ccccc4)c(-c4ccc([N+](=O)[O-])cc4)nc3c2)cc1	-0.3	7	-0.3	6	-6.0	103.0	101.0	102.0	101.0	100.0	102.0
COc1ccc2nc(SC)c(C#N)cc2c1	2.1	16	0.1	11	10.3	96.0	104.0	98.0	95.0	98.0	100.0
COc1ccc2c(c1)c(C(=O)N/N=C/c1cccc(O)c1)c(C)n2C	0.4	6	0.0	4	13.1	100.0	103.0	101.0	98.0	102.0	100.0
O=C1ON=C(c2ccccc2)/C1=C/c1cccnc1	0.4	10	0.1	9	5.9	98.0	104.0	98.0	96.0	102.0	98.0
